# TRb SRC2 PPI – qHTS for Inhibitors of the Interaction of Thyroid Hormone Receptor and Steroid Receptor Coregulator 2; TRbeta-SRC2 peptide binding, fluorescence polarization; receptor liganded with 1 µM T3; 0.065% of 280,000 active; Potency, µM (doses to about 106 µM), without a hit: at the highest dose activity change, negative = inhibition, actives largely listed as inhibitors; Thyroid hormone receptor beta (Homo sapiens), P10828; AID 1469, 2008;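 further: plate controls were bound peptide for no effect and peptide without receptor for full effect; nearly all actives have a fitted effect of over 50% in size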
# Target sequence (P10828 whole entry, looked up): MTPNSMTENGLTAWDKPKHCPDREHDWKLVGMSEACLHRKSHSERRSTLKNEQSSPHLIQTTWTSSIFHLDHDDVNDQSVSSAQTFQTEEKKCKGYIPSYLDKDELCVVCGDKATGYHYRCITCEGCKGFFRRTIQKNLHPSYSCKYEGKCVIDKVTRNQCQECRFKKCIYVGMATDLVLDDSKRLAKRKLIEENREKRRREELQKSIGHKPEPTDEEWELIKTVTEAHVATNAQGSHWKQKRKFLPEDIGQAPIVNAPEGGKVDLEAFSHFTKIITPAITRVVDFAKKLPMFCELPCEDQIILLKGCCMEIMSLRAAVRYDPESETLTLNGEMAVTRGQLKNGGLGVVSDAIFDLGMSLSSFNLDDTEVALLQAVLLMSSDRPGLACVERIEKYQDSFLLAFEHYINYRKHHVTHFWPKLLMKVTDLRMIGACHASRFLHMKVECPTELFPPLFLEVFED
#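 Human TRb ligand-binding domain (0.6 uM) is mixed with 20 nM Texas Red SRC2 peptide and 1 uM T3; after compound addition and 5 hr at ambient temperature, polarization is measured and normalized to unbound and bound controls.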
# ALDH1A1 inh – qHTS Assay for Inhibitors of Aldehyde Dehydrogenase 1 (ALDH1A1). Purified ALDH1A1, NADH fluorescence, propionaldehyde substrate. Potency, µM (series often up to 75.3 µM), without a hit: at the top dose activity, negative = inhibition, hits mostly inhibitors. 7.3% of 220,000 active; active means well fitted inhibition curve with a large enough effect, not every such curve was filed as active; inconclusive means small, poorly fitted or top-dose-only effect, or another doubt; inactive means no such curve, though single readings can be large or run the other way;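 further: plate controls were no enzyme wells and a reference inhibitor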
# Target sequence (P00352 whole entry, looked up): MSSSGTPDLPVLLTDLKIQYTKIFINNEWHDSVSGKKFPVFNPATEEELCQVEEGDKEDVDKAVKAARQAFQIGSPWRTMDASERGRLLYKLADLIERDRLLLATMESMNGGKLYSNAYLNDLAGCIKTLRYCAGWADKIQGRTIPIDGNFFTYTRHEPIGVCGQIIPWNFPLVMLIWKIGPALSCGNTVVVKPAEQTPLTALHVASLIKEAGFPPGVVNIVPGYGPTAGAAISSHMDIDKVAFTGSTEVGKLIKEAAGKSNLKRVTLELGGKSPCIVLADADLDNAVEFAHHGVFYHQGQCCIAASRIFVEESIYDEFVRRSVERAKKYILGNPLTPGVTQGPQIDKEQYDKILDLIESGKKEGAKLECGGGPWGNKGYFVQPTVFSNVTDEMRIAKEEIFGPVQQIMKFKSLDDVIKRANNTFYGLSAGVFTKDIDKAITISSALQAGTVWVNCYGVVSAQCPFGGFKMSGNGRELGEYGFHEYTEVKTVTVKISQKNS
# L3MBTL1 block – qHTS Assay for the Inhibitors of L3MBTL1; Lethal(3)malignant brain tumor-like protein 1 (Homo sapiens), Q9Y468; AlphaScreen L3MBTL1–H3K9me1 peptide binding; Potency, µM (top dose mostly 57.1 µM), for inactives: at the top dose activity, negative = inhibition, usual class: inhibitors; 0.66% of 230,000 active; AID 485360, 2010; further: nearly all actives have a fitted effect of over 60% in size
#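 L3MBTL1 50 nM + b-AHA-H3(1-15)K9me1 75 nM, 30 min RT; compound added, 30 min RT; streptavidin donor/Ni-chelate acceptor beads 10 ug/mL each final, 30 min RT dark; AlphaScreen read.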
# Tau fibril ThT – qHTS for Inhibitors of Tau Fibril Formation, Thioflavin T Binding. Microtubule-associated protein tau (Homo sapiens), P10636. recombinant tau K18 P301L, heparin-induced fibrillization, ThT fluorescence. Potency, µM (titrated, usually from 57.4 µM), without a hit: at the highest dose activity, negative = inhibition, actives largely listed as inhibitors. 2.1% of 270,000 active. AID 1460, 2008; further: nearly all actives have a fitted effect of over 55% in size
# Target sequence (P10636 561-689 P618L limits assumed): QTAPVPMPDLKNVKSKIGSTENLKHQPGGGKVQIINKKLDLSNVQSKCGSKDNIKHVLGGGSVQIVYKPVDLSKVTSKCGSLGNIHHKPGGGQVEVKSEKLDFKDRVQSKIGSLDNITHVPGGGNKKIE
#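 K18 P301L tau (15 uM + 0.24 uM Alexa 594-tagged), heparin 20 uM, NaOAc pH 7, 6 h 37 C; ThT 30 uM, 1 h RT, ex 450/em 510 nm.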
# Tau fibril FP – qHTS for Inhibitors of Tau Fibril Formation, Fluorescence Polarization; K18 P301L tau heparin fibrillization, Alexa594 FP, 6 h; Potency, µM (titrated, usually from 57.7 µM), inactives show at the top dose activity, negative = inhibition, actives largely listed as inhibitors; Microtubule-associated protein tau (Homo sapiens), P10636; 0.39% of 280,000 active; further: nearly all actives have a fitted effect of over 55% in size
#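 Read-out: fluorescence polarization of Alexa 594-labeled tau (0.24 uM), 555 nm excitation, 632 nm emission. Mixtures held 15 uM unlabeled K18 P301L, compound and 20 uM heparin, pH 7 acetate buffer, incubated 6 hr at 37 C.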
# TR SRC2 fluor cs – Total Fluorescence Counterscreen for Inhibitors of the Interaction of Thyroid Hormone Receptor and Steroid Receptor Coregulator 2 | TRb/SRC2 Texas Red total fluorescence interference | Potency, µM (series often up to 106 µM), without a hit: top-dose fluorescence change, negative = quenching | 0.29% of 280,000 active | AID 1479, 2009; active means well fitted curve in either direction with a large enough effect; inconclusive means small, poorly fitted or top-dose-only effect
#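 Human TRb ligand-binding domain at 0.6 uM with 20 nM Texas Red SRC2 peptide in Tris buffer containing 1 uM T3 and 5% DMSO, incubated with compound 5 h at ambient temperature. Total fluorescence (555/632 nm) calculated as parallel + 2 × perpendicular.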
# Tau fluor counter – Counterscreen qHTS for Inhibitors of Tau Fibril Formation, Fluorescence Polarization; tau K18 P301L (four-repeat tau fragment) Alexa594 fluorescence, heparin fibrillization; Potency, µM (highest dose often 57.7 µM), for the others: top-dose activity change, negative = decrease; 0.93% of 280,000 active; AID 1463, 2008; further: nearly all actives have a fitted effect of over 55% in size
#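 Human K18 P301L tau (15 uM unlabeled plus 0.24 uM Alexa 594-labeled, final) in 100 mM sodium acetate pH 7 was mixed with compound and 20 uM heparin and incubated 6 hr at 37 C.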
# GLA spleen mod – qHTS Assay for Inhibitors and Activators of Human alpha-Galactosidase From Spleen Homogenate. Alpha-galactosidase A (Homo sapiens), P06280. AID 2107, 2009. 0.008% of 240,000 active. Potency, µM (titrated, usually from 80 µM), for inactives: at the highest dose activity change, negative = inhibition, actives largely listed as inhibitors. human spleen homogenate, 4MU-alpha-Gal fluorescence, 40 min;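 further: 0% = enzyme with vehicle and -100% = no enzyme basal signal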
#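 Spleen homogenate 1 ug + cpd (titration) + 4-MU-alpha-D-galactopyranoside 1 mM; 37C 40 min; 50 mM citrate/phosphate pH 5.0, 0.01% Tween-20; stop pH 10; fluorescence 365/440; AC50 via Hill.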
# The depositor's hits bear a star; ? = inconclusive; . = no result given; & = joins results of further samples; [ ] = another dose, or the depositor's remark. Unless noted, the call rests on the fitted dose curve; in most records, active means well fitted curve in the direction sought with a large enough effect; inconclusive means small, poorly fitted or top-dose-only effect, or another doubt; inactive means no such curve, though single readings can be large; an effect the other way counts as inactive or inconclusive. Unless noted, on the % scale 0 is the no-effect control and ±100 the full control effect; potency means the concentration at half of the fitted maximal effect.
SMILES,TRb SRC2 PPI,ALDH1A1 inh,L3MBTL1 block,Tau fibril ThT,Tau fibril FP,TR SRC2 fluor cs,Tau fluor counter,GLA spleen mod
CC(C)CCSc1nnc(Cn2c(=O)sc3ccccc32)n1C,6.4%,-3.7%,-7.5%,4.7%,3.5%,-0.7%,3.3%,5.8%
COc1cccc(-n2nc3c(=S)[nH]nc(C)c3c2C)c1,-3.2%,12.4%,1.5%,-11.2%,-6.9%,-0.3%,-3.6%,-2.4%
O=C(O)CNS(=O)(=O)c1ccc2[nH]c(=O)c(=O)[nH]c2c1,-4.1%,?,26.3%,2.1%,2.3%,0.3%,8.7%,6.4%
O=S(=O)(NC1CCN(Cc2ccccc2)CC1)c1cccc(S(=O)(=O)N2CCOCC2)c1,-5.6%,?,-1.6%,-11.3%,?,-5.5%,-14.0%,3.2%
OCCNc1nc(OCC(F)(F)F)nc(N2CCN(C34CC5CC(CC(C5)C3)C4)CC2)n1,-13.9%,-0.4%,.,-3.1%,-1.2%,-0.3%,3.2%,-3.3%
CCN(CC)S(=O)(=O)c1cccc(-c2nnc(SCc3nnc(-c4ccccc4)o3)n2C)c1,-3.5%,?,.,-2.5%,1.9%,1.0%,-3.0%,1.6%
O=C(NCCCN1CCCC1=O)c1cc(=O)c2ccccc2o1,-12.8%,-8.2%,.,-1.8%,-7.4%,-4.5%,1.0%,-4.3%
COc1ccccc1NS(=O)(=O)c1cc(NC(=O)Nc2ccccc2)ccc1N1CCCCC1,2.9%,17.8µM*,-4.9%,17.4%,22.4µM*,-4.5%,?,1.5%
COc1ccccc1N1CCN(S(=O)(=O)c2c(C)sc3ncn(CC(=O)Nc4ccccc4F)c(=O)c23)CC1,5.7%,.,.,0.2%,-4.7%,-2.2%,-18.6%,.
Cc1nc2c(-c3ccccc3)c(C)nn2c(C)c1CCC(=O)O,-9.1%,12.8%,8.6%,-5.1%,-0.1%,0.5%,2.4%,?
COc1cc(-c2nnc(Sc3ccc(C(F)(F)F)cc3[N+](=O)[O-])o2)cc(OC)c1OC,-7.8%,?,.,?,9.1%,-2.1%,?,-0.6%
CCOC(=O)c1ccc(NC(=O)Cn2cnc3sc(C(=O)OCC)c(C)c3c2=O)cc1,4.3%,.,.,-14.9%,-12.8%,-2.0%,-15.1%,.

# 8 of the compounds above, with tabs:
compound	TRb SRC2 PPI	ALDH1A1 inh	L3MBTL1 block	Tau fibril ThT	Tau fibril FP	TR SRC2 fluor cs	Tau fluor counter	GLA spleen mod
OCCNc1nc(OCC(F)(F)F)nc(N2CCN(C34CC5CC(CC(C5)C3)C4)CC2)n1	-13.9%	-0.4%	.	-3.1%	-1.2%	-0.3%	3.2%	-3.3%
CCN(CC)S(=O)(=O)c1cccc(-c2nnc(SCc3nnc(-c4ccccc4)o3)n2C)c1	-3.5%	?	.	-2.5%	1.9%	1.0%	-3.0%	1.6%
O=C(NCCCN1CCCC1=O)c1cc(=O)c2ccccc2o1	-12.8%	-8.2%	.	-1.8%	-7.4%	-4.5%	1.0%	-4.3%
COc1ccccc1NS(=O)(=O)c1cc(NC(=O)Nc2ccccc2)ccc1N1CCCCC1	2.9%	17.8µM*	-4.9%	17.4%	22.4µM*	-4.5%	?	1.5%
COc1ccccc1N1CCN(S(=O)(=O)c2c(C)sc3ncn(CC(=O)Nc4ccccc4F)c(=O)c23)CC1	5.7%	.	.	0.2%	-4.7%	-2.2%	-18.6%	.
Cc1nc2c(-c3ccccc3)c(C)nn2c(C)c1CCC(=O)O	-9.1%	12.8%	8.6%	-5.1%	-0.1%	0.5%	2.4%	?
COc1cc(-c2nnc(Sc3ccc(C(F)(F)F)cc3[N+](=O)[O-])o2)cc(OC)c1OC	-7.8%	?	.	?	9.1%	-2.1%	?	-0.6%
CCOC(=O)c1ccc(NC(=O)Cn2cnc3sc(C(=O)OCC)c(C)c3c2=O)cc1	4.3%	.	.	-14.9%	-12.8%	-2.0%	-15.1%	.

# Next section:
SMILES,TRb SRC2 PPI,ALDH1A1 inh,L3MBTL1 block,Tau fibril ThT,Tau fibril FP,TR SRC2 fluor cs,Tau fluor counter,GLA spleen mod
Fc1ccccc1Cc1noc(CN2CCN(Cc3ccc4c(c3)OCO4)CC2)n1,-2.9%,13.8%,-5.5%,-4.2%,0.6%,-2.3%,-5.9%,-5.3%
Cc1ccc(-c2nnc3ccccc3c2C(=O)Nc2ccccc2F)cc1,2.0%,.,.,7.9%,-18.1%,-0.3%,-8.5%,.
Cc1cccc(-c2cc3nc(C)cc(C)n3n2)c1,1.2%,-1.5%,12.2%,-17.6%,-8.7%,1.5%,-14.5%,0.6%
COc1cc(OC)cc(C(=O)O/N=C(\N)c2ccccn2)c1,4.2%,.,6.5%,-14.9%,-9.8%,-0.8%,-5.8%,4.6%
CCCCOCC(O)Cn1c(C)nc2ccccc21 (stereo not given),-4.1%,-6.5%,-12.0%,-4.6%,-2.2%,2.6%,-3.6%,-14.1%
COc1cc(OC)c2c(-c3cccc(-c4ccc(N(C)C)cc4)c3)cc(=O)oc2c1,6.1%,7.9%,?,-16.3%[81.4 µM],3.5%[81.3 µM],-0.1%,?,-4.4%
Cn1cc(C(=O)c2ccc(Cl)cc2Cl)cc1C(=O)N/N=C(\N)COc1cccc(C(F)(F)F)c1,-9.5%,2.4%,.,-16.2%,2.0%,0.5%,-26.4%,-0.9%
O=S(=O)(N1CCCCC1)N1CCNCC1,-0.9%,-2.9%,.,0.1%,-2.6%,2.0%,2.4%,4.8%
Cc1oc(-c2ccc(C(=O)NCc3ccccc3)cc2)nc1CS(=O)(=O)c1ccccc1,-0.5%,.,.,2.5%,?,-1.3%,-18.2%,.
CCC(C)(C)n1nnnc1C(c1cc2cccc(C)c2[nH]c1=O)N1CCCC1 (stereo not given),-1.0%,?,-4.8%,?,0.9%,1.8%,-1.8%,-9.7%
COc1ccc(CCNC(=O)c2csc3c2CCCC3)cc1OC,-4.0%,-7.3%,4.8%,-3.0%,0.2%,-0.9%,4.3%,-1.9%
Cc1onc(-c2ccccc2Cl)c1C(=O)NCc1nc(-c2ccc(C(F)(F)F)cc2)no1,-4.0%,.,.,.,?,-1.1%,-26.2%,5.9%
O=S(=O)(Cc1cc(NCc2ccccc2)nc(-c2ccccn2)n1)c1ccccc1,5.5%,-14.0%,?,-7.6%,-4.7%,-1.1%,-5.1%,2.6%
CCOC(=O)C1CCCN(c2ncnc3c2oc2ccccc23)C1 (stereo not given),-7.2%,?,6.4%,-16.7%,2.3%,-4.3%,-3.1%,0.0%
CCOC(=O)c1ccc(NC(=O)CSc2nnnn2CCCO)cc1,-2.4%,?,-3.5%[11.4 µM],?,-3.1%,-1.2%,-1.9%,2.0%
O=C(Nc1ccccc1)N1CCN(Cc2ccc3c(c2)OCO3)CC1,-0.2%,-3.6%,.,-8.2%,-2.6%,-2.9%,-9.9%,1.6%
S=c1[nH]nc(-c2ccco2)n1/N=C/c1cccc(Cl)c1,-2.6%,.,-4.1%,-9.2%,-4.9%,-0.1%,-11.1%,2.7%
O=C(Cc1cccs1)Nc1cccc(-c2nnc(-c3ccco3)o2)c1,-2.6%,?,.,-21.9%,-10.3%,0.5%,-25.4%,-7.7%
CC(=O)Nc1nonc1-c1nnc(SCc2ccccc2C)n1C,-3.0%,.,.,-3.5%,0.4%,-24.7%,-1.3%,.
CCN(Cc1ccccc1)C(=O)C1CCN(Cc2ccc(OC)c(OC)c2OC)CC1,5.8%,?,.,-8.9%,2.7%,-2.8%,-8.4%,-6.2%
O=S1(=O)CCN2C(=N1)SC1=C2CCN(Cc2ccccc2)C1,-5.5%,13.5%,7.4%,-2.7%,-5.8%,2.0%,0.2%,-0.9%
COC(=O)c1sccc1NC(=O)/C=C/c1c(Cl)cccc1Cl,-4.9%,23.0%,.,-15.9%,-4.2%,2.6%,-19.7%,-3.9%
COc1ccc2c(c1)C(=O)[C@@H](O)[C@H](c1ccc(OC)c(Br)c1)O2,-2.6%&-2.1%,12.9%&-11.0%,1.9%,?,-3.4%&-3.8%,-1.9%&-0.9%,-12.1%&-29.0%,8.1%&-1.3%
CCS(=O)(=O)c1c(S(=O)(=O)CC)c2ccccn2c1C(N)=O,-0.8%,2.6%,15.7%,8.0%,-2.8%,-2.4%,5.8%,-1.4%
CCc1cc(C(=O)OC)c(NC(=O)CC2NCCNC2=O)s1 (stereo not given),-5.8%,-10.1%,.,-7.4%,4.7%,1.2%,4.3%,2.9%
Cc1ccc(-c2nc3ncccc3o2)cc1NC(=O)COc1ccccc1,11.1%,?,.,-15.9%,-5.5%,2.2%,-13.9%,-4.3%
Cc1ccccc1C(=O)Nc1nnc(-c2ccco2)o1,-3.6%,-4.2%,22.1%,12.9%,3.5%,-6.4%,10.3%,-7.8%
Cc1ccc(OCCCSc2nc(-c3ccc(C(C)(C)C)cc3)nc3cc(=O)[nH]n23)cc1C,-3.6%,.,.,-2.8%,-4.4%,-0.2%,0.7%,.
COc1cccc(C2CC(c3cccs3)=NN2C(=O)CSc2nc3ccccc3o2)c1OC (stereo not given),-3.0%,?,2.5%,-5.4%,-3.1%,-0.4%,-16.7%,2.4%
CCOC(=O)c1[nH]c2ccccc2c1NC(=O)NC(C)C,2.5%,.,-1.3%,2.5%,?,-2.0%,3.7%,-12.9%
CCOC(=O)c1cn(-c2c(Cl)cccc2Cl)c2cc(Cl)c([N+](=O)[O-])cc2c1=O,1.5%,?,-6.1%,?,-3.8%,-0.6%,-23.6%,4.8%
CCOC(=O)c1sc(-c2ccc(C(F)(F)F)cc2)nc1O,1.7%,.,-2.9%,?,-2.5%,-5.5%,-18.5%,1.1%
